Screens deposited in PubChem BioAssay by National Center for Advancing Translational Sciences (NCATS).
Vif-APOBEC3G blk = Vif-A3G binding inhibition | Q9HC16 | HeLa A3G-eYFP + Vif (tagged APOBEC3G with the HIV-1 protein that degrades it), YFP fluorescence, overnight | Potency, µM (top dose mostly 46.1 µM), for the others: top-dose activity, negative = active, usual class: inhibitors | 410,000 tested, 0.076% active | AID 602310;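 further: potency means the concentration at half of the fitted maximal effect; on the % scale 0 is the no-effect control and ±100 the full control effect; nearly all actives have a fitted effect of over 60% in size; hits raise eYFP signal because A3G escapes Vif-driven loss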
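HeLa cells stably expressing Vif and C-terminally eYFP-tagged A3G, seeded overnight at 37 deg C, then exposed to compound by pintool overnight at 37 deg C. Rise in yellow fluorescence (Ex 488/Em 500-530, Acumen) marks blocked Vif-driven A3G degradation.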
LDHA inh = LDHA (human) enzyme inhibition; AID 1347041; purified LDHA, NADH/diaphorase-resazurin fluorescence; active compounds read low; activity change, % (values are at about 110 or 230 µM); 480,000 tested, 0.15% active; P00338; in the data active means activity change below about -30%; inconclusive means mostly about -25% to -30%;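 further: plate controls were DMSO wells for no effect and wells without enzyme for full effect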
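Remaining NADH was detected by diaphorase (0.133 mg/mL) converting 37 µM resazurin to fluorescent resorufin, read at 0 and 20 minutes. The preceding 5-minute room-temperature reaction used 2 nM LDHA, 0.2 mM sodium pyruvate and 0.06 mM NADH at pH 7.4.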
Glioma ERSR ind = induces the endoplasmic reticulum stress response in human glioma cells; U87-MG GRP78 promoter luciferase reporter, 16 h; 420,000 tested, 0.02% active; Potency, µM, without a hit: at the highest dose activation, hits mostly activators; further: potency means the concentration at half of the fitted maximal effect; series mostly up to about 76 µM; % of control where 0% means no effect; nearly all actives have a fitted effect of over 35% in size
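ERSR induction read as luciferase luminescence (Bright-Glo, 10 min at room temperature) in stably transfected human U87-MG glioma cells exposed to compounds for 16 h, using GRP78 as sensor.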
Vif-A3F inh = blocks the Vif interaction with APOBEC3F; HeLa A3F-eYFP + Vif (tagged APOBEC3F with the HIV-1 protein that degrades it), YFP fluorescence increase; Potency, µM (doses to about 46.1 µM), inactives show top-dose activity, negative = active; 390,000 tested, 0.2% active; further: potency means the concentration at half of the fitted maximal effect; % of control where 0% means no effect; nearly all actives have a fitted effect of over 65% in size
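HeLa cells stably expressing Vif plus C-terminally eYFP-tagged A3F were seeded, incubated overnight at 37 deg C, dosed with compound, incubated overnight again at 37 deg C. Yellow fluorescence (Ex 488/Em 500-530) reported blocked Vif-mediated A3F-eYFP degradation.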
RGS4 inh = blocks human RGS4-accelerated GTP hydrolysis. Transcreener GDP fluorescence polarization, RGS4-accelerated GTP hydrolysis. 390,000 tested, 0.039% active. Potency, µM (highest dose often 114 µM), inactives show at the highest dose activity change, negative = inhibition, actives largely listed as inhibitors. AID 504845. P49798; further: potency means the concentration at half of the fitted maximal effect; on the % scale 0 is the no-effect control and ±100 the full control effect; nearly all actives have a fitted effect of over 75% in size; some results filed as inactive show a strong effect at the top dose
Target sequence (P49798 whole entry, looked up): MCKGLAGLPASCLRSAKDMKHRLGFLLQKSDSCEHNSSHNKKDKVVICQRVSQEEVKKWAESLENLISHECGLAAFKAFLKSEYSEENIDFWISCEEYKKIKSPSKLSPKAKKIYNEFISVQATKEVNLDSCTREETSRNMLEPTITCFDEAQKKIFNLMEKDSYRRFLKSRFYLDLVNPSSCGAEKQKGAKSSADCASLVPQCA
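MLSMR compounds (23 nl, pin-transferred) preincubated 10 min at room temperature with a 500nM (2x) first reagent, then RGS4 at 900nM (2x) plus Transcreener GDP mix added; fluorescence polarization (620/688 nm) read before and after 90 min at 30 °C.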
TrxR1 substrate = rat thioredoxin reductase 1 substrate activity | O89049 | purified TrxR1 substrate turnover, NADPH consumption readout | Potency, µM (highest dose often 114 µM), for the others: at the highest dose activity change, negative = substrate turnover | 390,000 tested, 0.01% active | AID 588456; further: potency means the concentration at half of the fitted maximal effect; on the % scale 0 is the no-effect control and ±100 the full control effect; nearly all actives have a fitted effect of over 50% in size
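Rat TrxR1, dispensed at 90 nM, was prereduced with 400 uM NADPH (final) for 5 min at ~22 deg C, then incubated with compound 15 min before 400 uM selenite. A first-read NADPH fluorescence drop versus no-compound background flagged substrates.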
USP1 inh = blocks the human USP1/UAF1 deubiquitinase complex | O94782 | recombinant USP1/UAF1, Ub-Rhodamine cleavage fluorescence | Potency, µM (titrated, usually from 57.1 µM), for the others: at the highest dose activity change, negative = inhibition, usual class: inhibitors | 390,000 tested, 0.23% active; further: potency means the concentration at half of the fitted maximal effect; on the % scale 0 is the no-effect control and ±100 the full control effect; nearly all actives have a fitted effect of over 60% in size; inactives centre near -12
Target sequence (O94782 whole entry, looked up): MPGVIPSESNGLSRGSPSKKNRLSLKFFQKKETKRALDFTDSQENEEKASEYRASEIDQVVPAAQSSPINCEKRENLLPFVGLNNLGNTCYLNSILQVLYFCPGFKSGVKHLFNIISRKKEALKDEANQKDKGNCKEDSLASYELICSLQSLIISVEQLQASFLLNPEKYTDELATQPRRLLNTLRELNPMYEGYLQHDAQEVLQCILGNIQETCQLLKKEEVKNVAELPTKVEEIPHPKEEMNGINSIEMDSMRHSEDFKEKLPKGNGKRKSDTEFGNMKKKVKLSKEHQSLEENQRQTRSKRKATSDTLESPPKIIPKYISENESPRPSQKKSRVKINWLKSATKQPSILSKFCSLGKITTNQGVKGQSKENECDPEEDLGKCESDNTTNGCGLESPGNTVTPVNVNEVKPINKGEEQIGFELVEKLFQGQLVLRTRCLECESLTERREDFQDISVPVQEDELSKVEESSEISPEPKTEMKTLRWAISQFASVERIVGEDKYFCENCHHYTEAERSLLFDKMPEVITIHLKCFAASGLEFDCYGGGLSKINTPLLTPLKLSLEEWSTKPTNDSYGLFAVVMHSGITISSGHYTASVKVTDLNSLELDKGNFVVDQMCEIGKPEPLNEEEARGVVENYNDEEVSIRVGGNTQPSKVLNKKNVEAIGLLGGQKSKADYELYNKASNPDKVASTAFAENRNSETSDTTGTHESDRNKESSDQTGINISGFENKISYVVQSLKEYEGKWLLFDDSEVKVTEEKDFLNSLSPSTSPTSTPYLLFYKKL
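1 nM enzyme complex + cpd, 15 min RT; start with Ub-Rho 150nM final; kinetic fluorescence ex 480/em 540, 6 reads q60 s. Buffer 50mM HEPES pH 7.8, 0.5mM EDTA, 0.1 mg/ml BSA, 1mM TCEP, 0.01% Tween-20.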
mIDH1 inhibitor = human IDH1 R132H inhibition. IDH1-R132H enzyme, NADPH consumption, diaphorase/resazurin fluorescence. 390,000 tested, 0.093% active. Potency, µM (highest dose often 76.6 µM), without a hit: at the top dose activity change, negative = inhibition, usual class: inhibitors. O75874; further: potency means the concentration at half of the fitted maximal effect; on the % scale 0 is the no-effect control and ±100 the full control effect; nearly all actives have a fitted effect of over 65% in size
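IDH1-R132H (0.5 ug/mL) preincubated 30 min with compound, then NADPH (0.016 mM) and alpha-KG (2 mM) added; 80 min at RT, pH 7.5. Remaining NADPH coupled via diaphorase/resazurin to fluorescence (540/590 nm); concentration-response curves normalized to no-enzyme control.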
rTrxR1 inhibitor = inhibitors of rat thioredoxin reductase 1. O89049. recombinant rTrxR1, NADPH fluorescence consumption, selenite substrate. Potency, µM (highest dose often 114 µM), for inactives: at the highest dose activity change, negative = inhibition, actives largely listed as inhibitors. 390,000 tested, 1% active. AID 588453; further: potency means the concentration at half of the fitted maximal effect; on the % scale 0 is the no-effect control and ±100 the full control effect; nearly all actives have a fitted effect of over 65% in size
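Rat TrxR1 (90 nM in the dispensed reagent) was pre-reduced with 400 uM NADPH for 5 min at room temperature, then incubated with compound for 15 min. After 400 uM selenite was added, NADPH fluorescence (Ex 340/Em 450 nm) was followed for 8 min.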
An asterisk follows results filed as active; ? = inconclusive; / = not tested or not shown; & = joins results of further samples; [ ] = another dose, or the depositor's remark. Unless noted, the call rests on the fitted dose curve; in most records, active means well fitted curve in the direction sought with a large enough effect; inconclusive means small, poorly fitted or top-dose-only effect, or another doubt; inactive means no such curve, though single readings can be large; an effect the other way counts as inactive or inconclusive. This is a subset; count on the stated rates, not on these rows.

smiles | Vif-APOBEC3G blk | LDHA inh | Glioma ERSR ind | Vif-A3F inh | RGS4 inh | TrxR1 substrate | USP1 inh | mIDH1 inhibitor | rTrxR1 inhibitor
CCNC(=O)/C(=C\C=C\c1ccccc1)NC(=O)c1ccc(Br)o1 | 0.3% | -7.8 | -3.0% | -21.7% | 13.3% | -10.8% | -12.7% | -7.3% | -13.5%
COc1cccc(CNc2nc3ccccc3c3nc(-c4cccc(C)c4)nn23)c1 | 3.1% | -6.0 | 2.6% | 1.0% | 25.1% | -1.4% | ? | -20.3% | 5.2%
COc1cccc(C(=O)NCCS(=O)(=O)NCc2ccc3c(c2)OCO3)c1 | -6.5% | -3.9 | -4.5% | 0.4% | 2.8% | -6.2% | -0.2% | 8.8% | 5.6%
CSc1ccc(/C=C(/Sc2nnc(-c3ccccc3)o2)C(=O)O)cc1 | 1.5% | -3.2 | 2.0% | 4.8% | -15.6% | 6.6% | ? | 4.9% | 10.0%[57.1 µM]
O=C(CCN1C(=O)C2(OCCO2)c2ccccc21)c1ccccc1 | -0.1% | -6.3 | -3.4% | -0.1% | -5.4%[11.4 µM] | -6.6% | -5.4% | 2.5% | 1.9%[57.1 µM]
C#CCOCCOCCOCCNc1nc(N2CCN(C(=O)C([C@@H](C)O)n3cc([C@@H](N)CCCCN)nn3)CC2)nc(N2CCN(C(=O)[C@H](CCCCN)n3cc([C@@H](N)CC(N)=O)nn3)CC2)n1 (stereo partly drawn) | -1.3% | -17.7 | -2.2% | 5.0% | -1.9% | 0.7% | -20.1% | 3.3% | -7.4%
C=CCOc1ccc(C2=NOC(C(=O)Nc3ccc4c(c3)OCCO4)C2)cc1 (stereo not drawn) | -0.2% | -1.0 | -6.3% | 0.8% | -3.3% | -1.4% | -19.5% | 6.9% | 11.7%
CNC(=S)N(Cc1ccc(OC)cc1)Cc1cc2cc(C)ccc2[nH]c1=O | -0.3% | -5.8 | -1.4% | -10.3% | -4.8% | -5.8%[57.1 µM] | -14.6% | -3.8% | -11.4%[57.1 µM]
FC(F)(F)c1cccc(Cn2nnnc2-c2cccc(C(F)(F)F)c2)c1 | -1.9% | 2.3 | -3.1% | -1.8% | -21.7% | -5.2% | -16.2% | 9.1% | 16.6%
CN(C(=O)CCn1c(=S)oc2ccccc21)c1ccc(F)cc1 | -0.7% | -5.5 | -0.5% | -4.4% | -9.9% | 0.0% | -9.4% | -2.8% | 12.3%
O=C(CN1C(=O)c2cccc3cccc1c23)N1CCN(c2ccc(F)cc2)CC1 | 0.6% | -1.5 | -3.8% | 6.6% | 22.4% | 0.4% | -5.2% | 4.8% | -7.8%[57.1 µM]
O=[N+]([O-])c1nn(-c2ccc3c(c2)OCCO3)n(O)c1=NCCCO | -8.3% | 5.3 | -2.1% | 1.6% | 8.3% | 4.1%[57.1 µM] | -11.2% | -4.2% | 3.1%[57.1 µM]
CCc1nnc(NC(=O)C2CCCN2C(=O)NC2CCCCC2)s1 (stereo not drawn) | -0.2% | -3.2 | 2.0% | 0.3% | -10.8% | 12.8%[57.1 µM] | -19.6% | 0.1% | 14.2%[57.1 µM]
CCn1nc(C(=O)NC2=NCCS2)c2ccccc2c1=O | 2.4% | -5.1 | -1.9% | 1.6% | -22.5% | -7.6% | -21.3% | -0.8% | -6.9%
COc1cc(C2C(S(=O)(=O)c3ccccc3)CON2C)ccc1OCc1ccc(F)cc1 (stereo not drawn) | -3.3% | -9.8 | -0.8% | -6.1% | -28.3% | 5.1%[57.1 µM] | -13.8% | -1.9% | 12.0%[57.1 µM]
CCOCCc1c(O)nc(SCC(=O)N2CCOCC2)[nH]c1=O | 4.7% | -4.1 | -3.5% | 10.9% | -11.0% | 0.7% | -16.5% | -9.5% | 7.3%
CCOC(=O)Cc1csc(NC(=S)NC(=O)c2ccc(F)cc2)n1 | 4.3% | -2.8 | -12.4% | ? | -31.6% | -7.4% | -4.0% | 0.0% | -10.4%
Cc1ccc(CNC(=O)CCOc2ccc(C(C)(C)C)cc2)cc1 | 0.1% | -5.9 | -1.5% | 3.8% | 24.8% | -4.9% | -2.9% | -0.2% | 8.5%
CC1CCCC(N2CCN(C(=O)c3ccc(F)cc3)CC2)C1 (stereo not drawn) | 0.7% | -14.6 | -5.8% | 0.3% | 14.9% | 7.1% | -19.5% | 1.4% | 18.3%
O=c1[nH]c2ccc(NCc3ccccc3OCc3ccc(Cl)cc3)cc2[nH]1 | 3.8% | 2.0 | -0.4% | -0.3% | -30.1% | 0.9% | -14.8% | 3.4% | -3.3%
COC(=O)c1ccc(NS(=O)(=O)c2ccc(SC)cc2)cc1 | 1.8% | 1.6 | -2.9% | 5.4% | -18.4% | -1.5% | -12.3% | -5.4% | 12.8%
COCCN(C(=O)CCC(=O)Nc1nccs1)C(C(=O)NCCC(C)C)c1ccc(F)cc1 (stereo not drawn) | -0.6% | -4.6 | 11.6% | 14.8% | 18.8% | 4.7%[57.1 µM] | -11.1% | 16.4% | 2.2%[57.1 µM]
CCc1ccc2[nH]c(C(=O)N(C)c3ccc(F)cc3F)cc2c1 | -0.2% | 4.2 | -6.1% | 8.0% | 6.9% | 5.6%[57.1 µM] | -4.0% | -3.8% | -8.7%[57.1 µM]
CCCN(CCC)CCCNc1ccc2nnc(-c3ccc(F)cc3)n2n1 | 3.6% | -3.2 | -2.0% | -6.7% | 32.6% | 4.1% | -24.8% | -1.5% | 4.8%
CNc1nc2c(Cl)cc(Cl)cc2s1 | -1.7% | -0.1 | 0.7% | 1.1% | -19.3% | 5.6% | -25.9% | 15.3% | 30.3%
COc1ccc(N(C(=O)c2snc(C(N)=O)c2N)C(C(=O)NCc2ccccc2)c2ccc(F)cc2)c(OC)c1 (stereo not drawn) | -6.2% | 0.8 | 3.2% | 4.8% | -10.7% | 38.4%[activator] | -8.0% | -9.9% | -9.3%
CCOc1ccc(NC(=O)C2CC(=O)N(CCc3ccc(OC)c(OC)c3)C2)cc1OCC (stereo not drawn) | -5.8% | 5.2 | -4.9% | 3.2% | -2.1% | 7.7% | -21.9% | 12.8% | 9.2%
CC(=O)N1CCN(Cc2nc3cc(NC(=O)c4cccc(Br)c4)ccc3n2C)CC1 | 1.8% | -5.1 | 4.9% | -0.7% | -22.5% | 3.9%[57.1 µM] | -7.4% | -0.8% | 26.0%[57.1 µM]
COc1ccc(OC)c(/C=C/c2cc3ccccc3c[n+]2C)c1 | 5.4% | -11.1 | -2.6% | / | / | -8.9% | / | / | -5.3%
O=C1CCCCC1c1cccc2ccccc12 (stereo not drawn) | 0.3% | -10.4 | -2.4% | 6.2% | 16.0% | 3.8%[57.1 µM] | 5.8% | 4.3% | 4.7%[57.1 µM]
COCCCN(C)C1CCN(C(=O)Nc2ccc(F)cc2)CC1 | -3.6% | 1.0 | -4.6% | 1.1% | -20.8% | 9.0%[57.1 µM] | -17.2% | 8.3% | 2.1%[57.1 µM]
COc1cc(-c2cccc([C@H]3[C@@H]4C=CC[C@@H](C)[C@@H]4C(=O)N3Cc3ccccc3)c2)cc(OC)c1OC | -6.7% | 2.7 | -1.7%&-4.1% | 1.3% | -3.1% | 0.4% | ? | -23.5% | 12.4%
CC(C)c1c(C(=O)N/N=C/c2cccc(OCc3ccccc3)c2)nnn1-c1nonc1N | 4.9% | -15.0 | -7.2% | 3.3% | 14.4% | 0.8% | -6.2% | -4.6% | 21.6%
COc1cccc(NC(=O)C2C3C=CC4(O3)C2C(=O)N(CCN2CCCCC2)C4C(=O)NC2CCCCC2C)c1 (stereo not drawn) | 0.7% | -1.3 | -2.6% | -0.1% | 10.9% | -10.7% | -7.1% | 23.4% | 15.1%[57.1 µM]
O=C(/C=C/c1cccc2ccccc12)NCCC1=CCCCC1 | 2.0% | -2.2 | 0.8% | -6.6% | 41.7% | -1.4% | -16.8% | -2.1% | 1.6%
COCCn1c(=O)[nH]c2cc(C(=O)NCc3cccnc3)ccc2c1=O | 0.0% | -2.6 | -2.6% | 1.7% | -11.2% | 25.1% | -12.0% | 2.3% | -2.2%
Cc1cnn(-c2cc(N/N=C/c3cccc(F)c3)ncn2)c1 | 1.8% | -7.2 | 0.9% | -3.4% | 26.7% | -4.0% | 1.9% | -1.1% | -2.0%
CC(C)CC(C(=O)NC1CCCCC1)N(Cc1cccs1)C(=O)c1snc(C(N)=O)c1N (stereo not drawn) | -5.7% | 2.7 | 0.2% | 0.4% | 24.1% | -1.6% | -8.4% | -6.6% | 14.4%
CCc1ccccc1OCCCCCNCCO | 0.0% | -3.7 | -3.4% | -1.6% | -17.7% | 7.4%[57.1 µM] | -14.8% | 0.9% | 4.8%
